Screens from PubChem BioAssay.
Shiga inhibitor: inhibitors of Shiga toxin in Vero cells. Vero cells, Shiga toxin protein synthesis inhibition reporter. actives 9.2% (n = 290,000). inhibition, % at 38.7 µM; in the data active = inhibition mostly above about 28%, no sharp cut-off; inactive = mostly below about 43%; note: 0% is about no effect
Pf growth 96h: P. falciparum growth inhibition at 96 hour, primary screen for plastid delayed-death inhibitors | Potency, µM (doses to about 28.7 µM), for inactives: top-dose activity change, negative = inhibition, most hits filed as inhibitors | actives 6.9% (n = 320,000) | AID 504834 | P. falciparum luciferase reporter growth, 96 h; note: potency is the fitted concentration of half-maximal effect; % is set by controls: 0 for no effect and ±100 for the full control effect
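Infected RBCs, 2% Hct / 0.05% parasitemia final; luciferase-reporter P. falciparum; cpd 96 h, 37 C, 5% CO2; luciferase detection reagent; luminescence.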
FBPA Giardia inh: inhibitors of Giardia lamblia fructose-1,6-bisphosphate aldolase | A8B2U2 | purified Giardia FBPA | Potency, µM (highest dose often 59.6 µM), without a hit: at the highest dose activity, negative = inhibition, usual class: inhibitors | actives 0.71% (n = 290,000); note: potency is the fitted concentration of half-maximal effect; % is set by controls: 0 for no effect and ±100 for the full control effect; nearly all actives have a fitted effect of over 55% in size
Target sequence (A8B2U2 whole entry, looked up): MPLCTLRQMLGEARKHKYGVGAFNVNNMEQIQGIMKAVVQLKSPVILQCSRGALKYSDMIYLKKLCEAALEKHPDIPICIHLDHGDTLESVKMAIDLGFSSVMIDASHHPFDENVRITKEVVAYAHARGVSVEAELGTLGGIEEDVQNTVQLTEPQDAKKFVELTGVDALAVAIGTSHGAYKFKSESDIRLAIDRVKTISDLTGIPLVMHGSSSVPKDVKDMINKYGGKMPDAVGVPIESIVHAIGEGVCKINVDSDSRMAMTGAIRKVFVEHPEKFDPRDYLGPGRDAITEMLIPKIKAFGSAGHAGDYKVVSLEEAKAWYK
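40 nM FBPA preincubated 10 min at RT with compound (up to 57.5 uM final), then substrate plus GAPDH/TPI/NAD/arsenate coupling and diaphorase/resazurin added. Fluorescence read after 20 min at RT, 525/598 nm.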
Cycloheximide cs: counter-screen hit for Shiga toxin inhibitors, cycloheximide; cell reporter, cycloheximide protein synthesis inhibition counterscreen; max response, %; actives 12% (n = 300,000); AID 2314; in the data active = max response mostly above about 13%, no sharp cut-off; inactive = mostly below about 14%; note: read at 38.3 µM for the half of the compounds with a filed dose; 0% is about no effect
Pf growth 48h: inhibits P. falciparum growth in the first generation, 48 h; P. falciparum luciferase growth in erythrocytes, 48 h; Potency, µM (highest dose often 28.7 µM), without a hit: at the highest dose activity change, negative = inhibition, usual class: inhibitors; actives 5.9% (n = 310,000); note: potency is the fitted concentration of half-maximal effect; % is set by controls: 0 for no effect and ±100 for the full control effect
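In quantitative HTS format, infected erythrocytes bearing luciferase-reporter parasites were treated for a single generation at 37 C. Luminescence after adding detection reagent served as the growth measure.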
Sm TGR inh: blocks Schistosoma mansoni thioredoxin glutathione reductase; Q962Y6; purified TGR, DTNB reduction, TNB absorbance 405 nm; Potency, µM (highest dose often 114 µM), for the others: at the highest dose activity change, negative = inhibition, most hits filed as inhibitors; actives 3% (n = 360,000); note: potency is the fitted concentration of half-maximal effect; % is set by controls: 0 for no effect and ±100 for the full control effect; nearly all actives have a fitted effect of over 60% in size
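First, TGR (20 nM dispensed) and NADPH were mixed with compound. Second, a 15 min room-temperature incubation followed. Third, further NADPH and then DTNB were added to start the reaction. Finally, TNB absorbance was monitored kinetically.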
* marks the source's active call; other numbers are inactive results; i = inactive; u = inconclusive; x = not tested or not shown; + = active, no number; & = joins results of further samples; [ ] = another dose, or the depositor's remark. Unless noted, calls come from the whole dose curve; as a rule, active = well fitted curve in the direction sought with a large enough effect; inconclusive = small, poorly fitted or top-dose-only effect, or another doubt; inactive = no such curve, though single readings can be large; an effect the other way counts as inactive or inconclusive.

SMILES	Shiga inhibitor	Pf growth 96h	FBPA Giardia inh	Cycloheximide cs	Pf growth 48h	Sm TGR inh
C=CCn1cnc2c(nnn2-c2ccc(OC)c(OC)c2)c1=O	-5.3	37.4%[activator]	2.8%	-0.7	21.9%	-4.2%
CCOc1ccccc1NC(=O)Cn1c(=O)c2ccccc2n(CC)c1=O	9.5	u	-2.0%	-2.2	-15.8%	2.9%
CC(C)=CC(=O)N1CCCC(N2CCN(c3ccc(F)cc3)CC2)C1 (configuration not stated)	x	u	1.8%	2.0	7.4%	-29.2%
CC1CC(C)CN(S(=O)(=O)c2ccc3c(c2)n(C)c(=O)c(=O)n3C)C1 (configuration not stated)	7.3	4.7%	3.2%	-0.5	0.3%	-2.2%
COc1cc2c(cc1OC)C1C/C(=N\O)C(CC(C)C)CN1CC2 (configuration not stated)	-20.8	-16.4%	-12.8%	-0.5	-1.7%	3.3%
CCn1c(CC(=O)Nc2ccc(Cl)c(Cl)c2)nnc1SCc1ccc(Cl)cc1	33.8	-7.1%	-1.9%	-1.1	3.9%	2.0%
COc1ccc(COCC(O)CN2CCC(CN3C(=O)c4cccc5cccc(c45)C3=O)CC2)cc1OC (configuration not stated)	-7.6	11.7µM*	-10.0%	-6.1	u	-17.6%
Cc1sc(NC(=O)c2ccccc2)c(C(=O)N2CCN(C)CC2)c1C	-8.2	x	1.9%	-2.4	7.8%	-18.8%
Cc1ccc2c(CNCc3ccccc3)cc(=O)oc2c1	17.1	u	-5.0%	3.4	-28.0%	8.0%
Cc1ccc(C(=O)COC(=O)c2cc(Cl)ccc2O)cc1[N+](=O)[O-]	-16.7	-21.1%	x	15.5	6.6%	-12.6%
CC(C)(C)N1CC2(c3ccccc3)CN(C(C)(C)C)CC(c3ccccc3)(C1)C2=O	-2.6	31.6%[activator]	4.4%	-3.5	x	0.0%
O=C(COC(=O)c1ccccc1Cl)Nc1cccnc1Cl	x	51.6%[activator]	x	x	-7.4%	1.5%
CC(=O)Nc1ccc(S(=O)(=O)Nc2cc(C)ccn2)cc1	-8.0	26.6%	4.3%	0.3	2.2%	21.4%
CSCCC(NC(=O)/C(=C/c1ccc2c(c1)OCO2)NC(=O)c1cccc([N+](=O)[O-])c1)C(=O)O (configuration not stated)	-18.0	-1.7%	16.0%	-7.0	-7.4%	3.2%
COc1ccccc1N1CCN(S(=O)(=O)CCNC(=O)CCCc2ccccc2)CC1	x	-3.6%	x	x	2.2%	-0.3%

Record cards, as listed above.
Cc1sc(NC(=O)c2ccccc2)c(C(=O)N2CCN(C)CC2)c1C reads Shiga inhibitor: -8.2; Pf growth 96h: x; FBPA Giardia inh: 1.9%; Cycloheximide cs: -2.4; Pf growth 48h: 7.8%; Sm TGR inh: -18.8%
COc1ccccc1N1CCN(S(=O)(=O)CCNC(=O)CCCc2ccccc2)CC1 reads Shiga inhibitor: x; Pf growth 96h: -3.6%; FBPA Giardia inh: x; Cycloheximide cs: x; Pf growth 48h: 2.2%; Sm TGR inh: -0.3%
Cc1ccc2c(CNCc3ccccc3)cc(=O)oc2c1 reads Shiga inhibitor: 17.1; Pf growth 96h: u; FBPA Giardia inh: -5.0%; Cycloheximide cs: 3.4; Pf growth 48h: -28.0%; Sm TGR inh: 8.0%

New compounds follow:
SMILES	Shiga inhibitor	Pf growth 96h	FBPA Giardia inh	Cycloheximide cs	Pf growth 48h	Sm TGR inh
CN(C)CCP(=O)(c1ccccc1)c1ccccc1	-7.9	25.8%	3.3%	-1.5	0.6%	x
CN(C)C(=S)NC1CCS(=O)(=O)C1 (configuration not stated)	-1.5	u	-4.2%	0.6	-35.9%[5.75 µM]	-12.7%
CCOC(=O)N1CCC(N2CCCC(CO)(Cc3cccc(OC)c3)C2)CC1 (configuration not stated)	-18.1	3.29µM*	2.7%	-1.0	u	-16.1%[57.1 µM]
Cn1nnc(NC(=O)c2ccc3ccccc3c2)n1	+	u	1.3%	30.2*	u	-0.5%
O=C(C1CC(=O)N(c2ccc(F)c(Cl)c2)C1)N1CCC2(CC1)OCCO2 (configuration not stated)	-8.8	33.3%[activator]	-2.1%	-2.3	20.4%	-0.2%
O=C(COc1ccccc1Cl)NCCCNC(=O)c1cnccn1	-23.3	0.4%	6.8%	-4.5	-27.4%	-8.8%
CCOc1ccc(-c2nc(CSc3nnc(C)s3)cs2)cc1OC	89.2*	x	-2.0%	37.1*	26.3%	-9.9%
Cn1c(NN)nc2ccccc2c1=O	33.1*	346.6%[activator]	u	36.5*	8.0%	2.2%
CCNC(=O)NC(=O)C(C)SCc1ccccc1C (configuration not stated)	-10.9	6.57µM*	-3.1%	-2.1	11.9%	-16.4%
CC(NC(=O)COC(=O)CSc1ccc(F)cc1)c1ccc(F)cc1 (configuration not stated)	x	8.5%	x	x	-21.7%	2.9%
COc1ccccc1NC(=O)NCC(=O)Nc1ccc(F)c(F)c1	14.6	12.7%[5.75 µM]	-0.5%	8.5	-6.4%	4.5%
Cc1cc(C)cc(NS(=O)(=O)c2ccc(Oc3ncc(C(F)(F)F)cc3Cl)cc2)c1	9.7	16.2%	-9.0%	-3.3	3.6%	10.4%
COc1ccc(Nc2nc(-c3ccccc3O)nc3ccccc23)cc1	-14.2	u	-7.6%	-2.5	u	1.6%
Cc1ccc(-c2nc(SC(C)C(=O)N3CCCC3)n[nH]2)cc1 (configuration not stated)	x	u	x	x	-24.2%	4.3%
CCCCn1c(N)c(N(CCOC)C(=O)c2cccc(N3C(=O)c4ccccc4C3=O)c2)c(=O)[nH]c1=O	x	13.3%	x	x	-5.4%	-9.0%

Some of the entries so far, with bars between the fields:
SMILES | Shiga inhibitor | Pf growth 96h | FBPA Giardia inh | Cycloheximide cs | Pf growth 48h | Sm TGR inh
CCNC(=O)NC(=O)C(C)SCc1ccccc1C (configuration not stated) | -10.9 | 6.57µM* | -3.1% | -2.1 | 11.9% | -16.4%
O=C(C1CC(=O)N(c2ccc(F)c(Cl)c2)C1)N1CCC2(CC1)OCCO2 (configuration not stated) | -8.8 | 33.3%[activator] | -2.1% | -2.3 | 20.4% | -0.2%

Structures from the list above containing an NH in an aromatic ring, in the order listed:
SMILES	Shiga inhibitor	Pf growth 96h	FBPA Giardia inh	Cycloheximide cs	Pf growth 48h	Sm TGR inh
Cc1ccc(-c2nc(SC(C)C(=O)N3CCCC3)n[nH]2)cc1 (configuration not stated)	x	u	x	x	-24.2%	4.3%
CCCCn1c(N)c(N(CCOC)C(=O)c2cccc(N3C(=O)c4ccccc4C3=O)c2)c(=O)[nH]c1=O	x	13.3%	x	x	-5.4%	-9.0%

Remaining list, next part
SMILES	Shiga inhibitor	Pf growth 96h	FBPA Giardia inh	Cycloheximide cs	Pf growth 48h	Sm TGR inh
O=C(c1csc2ccccc12)N1CCN(c2ccc(Cl)c(Cl)c2)CC1	-9.0	u	-2.9%	-5.4	-14.0%	-8.4%
COCC(C)n1c(C)cc(C(=O)CSc2nnnn2C2CCCC2)c1C (configuration not stated)	x	93.1%[activator]	x	x	164.5%[activator]	-24.2%
O=C1C2CCCN2C(=S)N1c1cc(Cl)ccc1Cl (configuration not stated)	x	u	x	x	u	4.6%
Cc1occc1C(=O)N1CCN(c2ccc([N+](=O)[O-])cc2)CC1	-13.0	u	x	0.2	0.4%	-7.6%
O=C(COc1ccc(F)cc1)Nc1cc(S(=O)(=O)N2CCCCC2)ccc1N1CCCCC1	x	7.38µM*	x	x	3.7µM*	-4.1%
O=C(O)CCCNC(=O)c1nn(Cc2ccccc2)c(=O)c2ccccc12	17.8	-12.9%	7.9%	-3.6	19.1%	-8.2%
COc1ccccc1C(=O)n1nc(-c2ccco2)nc1N	47.0	18.8%	-11.3%	-1.9	7.8%	-22.2%
COc1ccc(C(=O)Nc2cc(C)nn2-c2ccc(F)cc2)cc1	-6.1	-2.0%	0.8%	-1.6	-13.3%	3.8%
Cc1cccc(CSc2ncnc3c2cnn3Cc2ccccc2)c1	-4.8	x	5.7%	0.8	-27.4%	-2.1%
O=c1[nH]c(=O)n(Cc2ccco2)c(O)c1C=NCCN1CCOCC1	-9.6	4.6%	-5.2%	-2.2	16.3%	-29.0%
OCC1(Cc2ccccc2C(F)(F)F)CCN(Cc2ccccc2)CC1	17.2	u	4.1%	-2.1	11.7µM*	18.5%
CN1CCN(C(=O)c2ccc3c(c2)N(Cc2cccc(Cl)c2)C(=O)c2ccccc2S3(=O)=O)CC1	-8.1	11.7µM*	x	-3.4	u	-0.6%&6.6%
NS(=O)(=O)c1ccc(NC(=S)NCc2cccs2)cc1	8.4	11.6%	-3.5%	0.7	14.8%	x
C=CCN(CC=C)C(=S)NC(=O)c1ccc(OC)cc1	23.2	26.8%	-22.0%	1.5	u	x
CCc1cccc(NC(=O)C2CCN(S(=O)(=O)c3ccc4c(c3)NC(=O)CO4)CC2)c1	22.7	49.9%[activator]	x	-4.9	-11.8%	2.4%
CCCn1c(N)c(N2CCCCC2)c(=O)n(CC(=O)Nc2ccccc2)c1=O	-5.3	-2.2%	0.7%	6.3	x	-5.1%
O=C(Nc1ccccc1)c1ccc(Cn2cc(C(F)(F)F)ccc2=O)cc1	-19.7	2.1%	2.1%	7.7	u	-14.4%
O=C(Cn1cc(/C=N/NC(=O)c2ccccc2Br)c2ccccc21)Nc1ccc(F)cc1	-12.8	0.6%	-0.5%	-2.6	11.7%	4.8%
Cc1ccc(C)c(S(=O)(=O)N2CCN(C(=O)c3cc(S(=O)(=O)NCc4ccccc4)ccc3C)CC2)c1	-32.1	u	x	-1.6	u	-6.5%
CC(C)=CCc1c(O)c(CC=C(C)C)c2c(c1O)C(=O)CC(c1ccc(O)cc1)O2 (configuration not stated)	16.9	79.2%[activator]	-5.4%	2.0	u	19.8%
CN1CCC(=NNC(=O)C(=O)Nc2ccccc2)CC1	25.4*	79.3%[activator]	-0.6%	24.0*	20.1%	7.0%
COc1ccc(NC(=O)CCN2C(=O)c3ccccc3C2=O)cc1	x	2.8%	-1.1%	-1.7	u	-13.7%
CCC1(C)Nc2ccccc2C(=O)N1O (configuration not stated)	-17.4	52.3%	-9.1%	-2.8	u	10.5%
COc1ccc(CN2C(=O)CS(=O)CC2=O)cc1OC	-5.4	56.6%[activator]	11.0%	8.1	4.8%	-23.8%
CC(C)(C)C(=O)O/N=C1/C(=O)N(c2ccccc2)c2ccccc21	3.4	u	4.6%	-1.8	6.1%	21.6%
CCOc1cc(N2C(=O)CC3CS(=O)(=O)CC32)c(OCC)cc1NC(=O)c1ccccc1 (configuration not stated)	-10.3	61.6%[activator]	10.8%	-2.0	-7.4%	0.7%
CCCCn1c(N)c(N(CCOC)C(=O)COC(=O)CCOc2ccccc2)c(=O)[nH]c1=O	x	-5.2%	x	x	-4.2%	-4.8%
Cc1ccc(OCCC(=O)OCC(=O)C(C)(C)C)cc1	-9.9	-6.9%	1.8%	1.5	6.6%	24.4%
CS(=O)(=O)N1CCN(c2ccc(NC(=O)c3ccc(-c4ccc(Cl)cc4)o3)cc2)CC1	-9.6	u	-13.4%	-5.4	x	2.9%
CCOc1cc(/C=N/NC(=O)C(N)=O)cc(Br)c1O	-9.8	13.4%	-0.5%	-3.0	18.2%	50.1µM*
COc1ccc(CN2CCNC(=O)C2CC(=O)NCCC2=CCCCC2)cc1OC (configuration not stated)	9.3	10.4µM*	-17.0%	1.7	-5.7%	0.0%
Cc1ccc(C)c(NC(=O)CCN2CCOCC2)c1	-11.4	u	1.4%	-2.6	20.8%	-32.8%
Cc1ccc(C(=O)Nc2nnc(C)s2)cc1	63.9*	0.8%	-15.8%	27.3*	i	-2.3%
Cc1cccc(N2CN=C3SCC(=O)N3C2)c1	-4.9	37.6%[activator]	2.2%	-0.9	95.5%[activator]	u
